NR1D1 modulator = Rev-erb alpha (human) modulation. P20393. hit rate 0.79% among 370,000. activity, % at 10 µM. AID 1259318. Rev-erbα–FITC-DNA binding, fluorescence polarization, 90 min;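 active means activity above about 14%, limit read from the data; passing the limit was not always enough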;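 further: 0% = DMSO wells with 35 nM protein and 100% = DMSO wells with 750 nM protein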
ADAM17 inh = inhibits human ADAM17 | P78536 | recombinant ADAM17, EDANS/DABCYL FRET peptide cleavage | inhibition, % at 6.95 µM | hit rate 0.83% among 370,000 | AID 720648;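 active means inhibition above the mean of compounds lying between control limits plus 3 SD, set per campaign, cut at about 8.5% in these data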;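 further: 0% = DMSO-only wells as the low control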
hgDAF12 agonist = activates the H. glycines DAF-12 receptor ligand-binding domain; AID 687014; activation, % at 6.8 µM; HEK293 GAL4-hgDAF12 UAS-luciferase reporter, agonist luminescence; normalized to butyrate control; hit rate 1.8% among 370,000;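 active means activation above a cutoff set at the mean of all screened compounds plus 3 SD, cut at about 10% in these data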;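 further: 0% = DMSO wells and 100% = sodium butyrate wells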
DAX1 inh-1 = inhibitors of human orphan nuclear receptor DAX1 (NR0B1). HEK293 Gal4-DAX1 luciferase reporter, luminescence. inhibition, % at 6.75 µM. AID 504766. P51843. hit rate 0.99% among 340,000;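 active means inhibition above the mean over all tested compounds plus 3 SD, cut at about 4.2% in these data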;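 further: 0% = DAX1-transfected cells with DMSO and 100% = empty-vector control cells with DMSO; inhibition shows as a rise in luminescence from relieved DAX1 repression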
DAX1 inh-2 = DAX1 (NR0B1) inhibition, primary screen; AID 652010; hit rate 1.1% among 370,000; HEK293T StAR-luciferase reporter, SF-1/DAX-1 repression relief; inhibition, % at 6.8 µM;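 active means inhibition above the mean over all tested compounds plus 3 SD, cut at about 3.6% in these data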;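 further: 0% = DAX-1 cells with DMSO and 100% = cells lacking DAX-1 with DMSO; higher inhibition means more luminescence from relief of DAX-1 repression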
SMARCA2 act = SMARCA2 function activation, primary screen; MG213 cells, MMTV-luciferase reporter, dexamethasone, overnight; hit rate 1% among 370,000; activation, % at 9.1 µM; in the data active means activation above about 7.8%;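 further: 0% = vehicle wells and 100% = reference activator wells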
MBD2 inh = blocks human MBD2 binding to methylated DNA; Q9UBB5; TR-FRET, MBD2 binding to methylated oligonucleotide; hit rate 0.31% among 370,000; inhibition, % at 4.4 µM; in the data active means inhibition above about 13%
ssDAF12 agonist = activates DAF-12 receptor from parasite S. stercoralis. HEK293 ssDAF-12/GRIP1 lit1-tk-luc reporter, luminescence; % of 3 µM dafachronic acid response. activation, % at 6.8 µM. hit rate 1% among 370,000;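 active means activation above the mean over all tested compounds plus 3 SD, cut at about 0.9% in these data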;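 further: 0% = DMSO-only wells and 100% = 3 µM delta7-dafachronic acid wells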
PLC-beta3 inh = blocks human PLC-beta3 enzyme activity; inhibition, % at 12.2 µM; Purified PLC-beta3, fluorogenic substrate, fluorescence; AID 720704; Q01970; hit rate 0.18% among 370,000; in the data active means inhibition above about 11%;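 further: 0% = median of compound wells on plate and 100% = full blocker control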
hcDAF12 agonist = activators of H. contortus DAF-12 nuclear receptor; HEK293 hcDAF-12 lit1-tk-luc reporter, luminescence; 0% DMSO, 100% Δ7-dafachronic acid; activation, % at 6.8 µM; hit rate 1.4% among 370,000; AID 652067;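 active means activation above the mean of all tested compounds plus 3 SD, cut at about 5.5% in these data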;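 further: 100% = response to 3 µM Δ7-dafachronic acid high control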
PLC-gamma1 inh = PLC-gamma1 (human) inhibition, primary screen. purified PLC-gamma1, fluorogenic substrate, fluorescence. inhibition, % at 12.2 µM. hit rate 0.84% among 370,000. AID 720700; in the data active means inhibition above about 9.5%
* = called active by the depositor.

What do the screens show for `C=CCn1c(SC(C)C(=O)NCc2ccc3c(c2)OCO3)nnc1C1CCCCC1` (stereo unspecified)?
NR1D1 modulator: -3; ADAM17 inh: 0; hgDAF12 agonist: 0.7; DAX1 inh-1: 0.6; DAX1 inh-2: 0.1; SMARCA2 act: -2; MBD2 inh: -4; ssDAF12 agonist: -1.1; PLC-beta3 inh: 1; hcDAF12 agonist: -1.9; PLC-gamma1 inh: 0

Results for O=C1c2ccccc2-c2ccc(C(=O)N3CCOCC3)cc21 ?
NR1D1 modulator: 8; ADAM17 inh: 1; hgDAF12 agonist: 0.6; DAX1 inh-1: 0.4; DAX1 inh-2: -0.5; SMARCA2 act: 5; MBD2 inh: -12; ssDAF12 agonist: -1.0; PLC-beta3 inh: 2; hcDAF12 agonist: -1.2; PLC-gamma1 inh: 2

How did CCOC(=O)Cn1c(N2CCOCC2)nc2c1c(=O)[nH]c(=O)n2C do in these assays?
NR1D1 modulator: -5; ADAM17 inh: -8; hgDAF12 agonist: 2.6; DAX1 inh-1: -0.2; DAX1 inh-2: 0.2; SMARCA2 act: 0; MBD2 inh: 0; ssDAF12 agonist: -1.4; PLC-beta3 inh: -6; hcDAF12 agonist: -0.4; PLC-gamma1 inh: -4

Results for CS(=O)(=O)N(CC(=O)NCCc1ccccc1)C1CCCCC1 ?
NR1D1 modulator: -5; ADAM17 inh: -2; hgDAF12 agonist: 0.9; DAX1 inh-1: 0.5; DAX1 inh-2: 0.5; SMARCA2 act: 3; MBD2 inh: 3; ssDAF12 agonist: -1.4; PLC-beta3 inh: 0; hcDAF12 agonist: -2.1; PLC-gamma1 inh: -1

Results for Cn1ccc2cc(-c3ccc4ncnc(NCc5cccs5)c4c3)ccc21 ?
NR1D1 modulator: -2; ADAM17 inh: -10; hgDAF12 agonist: -3.9; DAX1 inh-1: -2.9; DAX1 inh-2: -1.7; SMARCA2 act: -2; MBD2 inh: 1; ssDAF12 agonist: -1.9; PLC-beta3 inh: -40; hcDAF12 agonist: -2.4; PLC-gamma1 inh: -25

How did Cc1ccc(CN2CCCN(Cc3c(C)cc(C)cc3C)S2(=O)=O)cc1 do in these assays?
NR1D1 modulator: 6; ADAM17 inh: -3; hgDAF12 agonist: 1.0; DAX1 inh-1: 0.8; DAX1 inh-2: 0.0; SMARCA2 act: 1; MBD2 inh: 7; ssDAF12 agonist: -0.8; PLC-beta3 inh: -8; hcDAF12 agonist: -1.3; PLC-gamma1 inh: 0

What do the screens show for `Cc1ccc(/C=N/N=C2/NC(=O)C(CC(=O)Nc3ccc(Cl)cc3)S2)o1` (stereo unspecified)?
NR1D1 modulator: -3; ADAM17 inh: -2; hgDAF12 agonist: 0.4; DAX1 inh-1: -0.6; DAX1 inh-2: -0.1; SMARCA2 act: -1; MBD2 inh: 1; ssDAF12 agonist: -2.0; PLC-beta3 inh: -2; hcDAF12 agonist: 0.1; PLC-gamma1 inh: -2

What do the screens show for `C=CCOC(=O)C1=C(C)NC(SCC(N)=O)=C(C#N)C1c1ccc(C)cc1` (stereo unspecified)?
NR1D1 modulator: 3; ADAM17 inh: -4; hgDAF12 agonist: 1.7; DAX1 inh-1: -1.2; DAX1 inh-2: -0.4; SMARCA2 act: 1; MBD2 inh: -6; ssDAF12 agonist: -1.7; PLC-beta3 inh: -64; hcDAF12 agonist: -1.5; PLC-gamma1 inh: -42

How did CCSc1nc(C)c(C(C)=O)cc1C#N do in these assays?
NR1D1 modulator: -1; ADAM17 inh: 3; hgDAF12 agonist: -0.3; DAX1 inh-1: -1.1; DAX1 inh-2: -0.2; SMARCA2 act: 1; MBD2 inh: 1; ssDAF12 agonist: -1.2; PLC-beta3 inh: 1; hcDAF12 agonist: -2.4; PLC-gamma1 inh: 3

What do the screens show for `CC(=O)N1CCN(C(=O)c2cc(S(=O)(=O)Nc3ccc(S(C)(=O)=O)cc3)ccc2Cl)CC1`?
NR1D1 modulator: -4; ADAM17 inh: 4; hgDAF12 agonist: 3.4; DAX1 inh-1: 2.3; DAX1 inh-2: 0.4; SMARCA2 act: 0; MBD2 inh: 1; ssDAF12 agonist: -1.4; PLC-beta3 inh: 4; hcDAF12 agonist: 1.1; PLC-gamma1 inh: 2

Results for O=C(Oc1cccc(NC(=O)c2ccco2)c1)c1ccc(Br)c(S(=O)(=O)N2CCCCC2)c1 ?
NR1D1 modulator: 0; ADAM17 inh: 13*; hgDAF12 agonist: 1.3; DAX1 inh-1: 2.7; DAX1 inh-2: 0.5; SMARCA2 act: -3; MBD2 inh: -2; ssDAF12 agonist: -1.2; PLC-beta3 inh: 9; hcDAF12 agonist: 0.5; PLC-gamma1 inh: 5

How did Cc1onc(-c2ccccc2Cl)c1C(=O)N1CCN(c2ncccn2)CC1 do in these assays?
NR1D1 modulator: 3; ADAM17 inh: -9; hgDAF12 agonist: 0.4; DAX1 inh-1: -0.9; DAX1 inh-2: -0.8; SMARCA2 act: -2; MBD2 inh: 5; ssDAF12 agonist: -1.4; PLC-beta3 inh: -11; hcDAF12 agonist: 1.6; PLC-gamma1 inh: -3

Results for COc1ccc(/C(N)=N/OC(=O)c2ccc(C)c([N+](=O)[O-])c2)cc1OC ?
NR1D1 modulator: 4; ADAM17 inh: -1; hgDAF12 agonist: -0.5; DAX1 inh-1: 1.1; DAX1 inh-2: -0.2; SMARCA2 act: 1; MBD2 inh: 0; ssDAF12 agonist: -0.6; PLC-beta3 inh: 3; hcDAF12 agonist: -0.3; PLC-gamma1 inh: 5

Results for Cc1ccc(-c2csc(C3C(N)=NC(S)=C(C#N)C34CCCCC4)n2)cc1 (stereo unspecified) ?
NR1D1 modulator: 2; ADAM17 inh: 4; hgDAF12 agonist: 0.5; DAX1 inh-1: 1.1; DAX1 inh-2: 1.1; SMARCA2 act: 1; MBD2 inh: 0; ssDAF12 agonist: -1.0; PLC-beta3 inh: -6; hcDAF12 agonist: -0.8; PLC-gamma1 inh: -3

Results for COC(=O)c1ccc(NCc2c(O)ccc(O)c2Br)cc1Cl ?
NR1D1 modulator: -2; ADAM17 inh: 17*; hgDAF12 agonist: -12; DAX1 inh-1: -1.6; DAX1 inh-2: -4.4; SMARCA2 act: -4; MBD2 inh: -10; ssDAF12 agonist: -1.9; PLC-beta3 inh: 2; hcDAF12 agonist: -2.8; PLC-gamma1 inh: 9.8*

What do the screens show for `COCCNc1nc2ccccc2n2cnnc12`?
NR1D1 modulator: 4; ADAM17 inh: -1; hgDAF12 agonist: -0.8; DAX1 inh-1: 4.3*; DAX1 inh-2: 0.0; SMARCA2 act: 1; MBD2 inh: -2; ssDAF12 agonist: -1.2; PLC-beta3 inh: -7; hcDAF12 agonist: -0.7; PLC-gamma1 inh: 0

What do the screens show for `O=[N+]([O-])c1cccc(-c2ccc(SCc3cccnc3)nn2)c1`?
NR1D1 modulator: 10; ADAM17 inh: -3; hgDAF12 agonist: 7.1; DAX1 inh-1: -0.7; DAX1 inh-2: -1.1; SMARCA2 act: 2; MBD2 inh: 0; ssDAF12 agonist: -1.4; PLC-beta3 inh: -1; hcDAF12 agonist: -0.6; PLC-gamma1 inh: 2

Results for COc1ccc(-c2ccc(C(=O)Nc3ccc(C(C)C)cc3)c3occc23)c(C)c1 ?
NR1D1 modulator: 4; ADAM17 inh: -7; hgDAF12 agonist: 1.8; DAX1 inh-2: 0.2; SMARCA2 act: 6; MBD2 inh: -1; ssDAF12 agonist: -1.3; PLC-beta3 inh: 1; hcDAF12 agonist: -1.5; PLC-gamma1 inh: -1

What do the screens show for `Cc1c(C=O)c2ccccn2c1C(=O)c1ccccc1Cl`?
NR1D1 modulator: 3; ADAM17 inh: 1; hgDAF12 agonist: -1.7; DAX1 inh-1: -0.8; DAX1 inh-2: 0.6; SMARCA2 act: 0; MBD2 inh: -8; ssDAF12 agonist: -1.2; PLC-beta3 inh: 3; hcDAF12 agonist: 0.1; PLC-gamma1 inh: 0

What do the screens show for `COc1ccc(-n2nc3c(c2NC(=O)c2c(-c4ccccc4Cl)noc2C)CS(=O)(=O)C3)cc1`?
NR1D1 modulator: 0; ADAM17 inh: 1; hgDAF12 agonist: -1.3; DAX1 inh-1: 1.7; DAX1 inh-2: -1.0; SMARCA2 act: 3; MBD2 inh: -5; ssDAF12 agonist: -1.7; PLC-beta3 inh: 3; hcDAF12 agonist: -1.8; PLC-gamma1 inh: 3

How did CC1=C(C(N)=O)C(c2cccs2)NC(=O)N1 (stereo unspecified) do in these assays?
NR1D1 modulator: 3; ADAM17 inh: -9; hgDAF12 agonist: -0.9; DAX1 inh-1: 1.8; DAX1 inh-2: 0.7; SMARCA2 act: -2; MBD2 inh: -6; ssDAF12 agonist: -1.4; PLC-beta3 inh: -8; hcDAF12 agonist: -2.5; PLC-gamma1 inh: 0

What do the screens show for `Cc1nc(-c2ccc(-c3ccon3)s2)no1`?
NR1D1 modulator: 1; ADAM17 inh: -10; hgDAF12 agonist: 4.1; DAX1 inh-1: 0.7; DAX1 inh-2: 0.0; SMARCA2 act: 2; MBD2 inh: 5; ssDAF12 agonist: -0.5; PLC-beta3 inh: -8; hcDAF12 agonist: 1.0; PLC-gamma1 inh: -6

How did O=C(C/C=N\OCc1ccc([N+](=O)[O-])cc1)Nc1ccc(Cl)cc1 do in these assays?
NR1D1 modulator: -2; ADAM17 inh: 1; hgDAF12 agonist: -1.7; DAX1 inh-1: -0.4; DAX1 inh-2: 0.5; SMARCA2 act: -1; MBD2 inh: -7; ssDAF12 agonist: -1.8; PLC-beta3 inh: -4; hcDAF12 agonist: -0.2; PLC-gamma1 inh: -6

What do the screens show for `Cc1cc(Br)ccc1NC(=O)CNC(=O)c1cnn(C)c1`?
NR1D1 modulator: 3; ADAM17 inh: 0; hgDAF12 agonist: 0.5; DAX1 inh-1: 0.1; DAX1 inh-2: 0.5; SMARCA2 act: 4; MBD2 inh: 18*; ssDAF12 agonist: -1.4; PLC-beta3 inh: -4; hcDAF12 agonist: 1.0; PLC-gamma1 inh: 2

How did O=C(c1cccnc1)N1CCN(Cc2cccc(Br)c2)CC1 do in these assays?
NR1D1 modulator: -5; ADAM17 inh: -2; hgDAF12 agonist: 0.2; DAX1 inh-1: 0.9; DAX1 inh-2: 0.4; SMARCA2 act: -1; MBD2 inh: -1; ssDAF12 agonist: -1.1; PLC-beta3 inh: -3; hcDAF12 agonist: -1.7; PLC-gamma1 inh: 5

How did Cc1nnc(NC(=O)CCC2CCCCC2)s1 do in these assays?
NR1D1 modulator: 2; ADAM17 inh: -7; hgDAF12 agonist: -0.7; DAX1 inh-1: 1.4; DAX1 inh-2: -0.6; SMARCA2 act: -3; MBD2 inh: 3; ssDAF12 agonist: -0.4; PLC-beta3 inh: -2; hcDAF12 agonist: -0.3; PLC-gamma1 inh: 0

Results for Cc1ccccc1C(=O)N/N=C/c1ccsc1C ?
NR1D1 modulator: 2; ADAM17 inh: 6; hgDAF12 agonist: -0.7; DAX1 inh-1: -0.2; DAX1 inh-2: 0.5; SMARCA2 act: -3; MBD2 inh: -1; ssDAF12 agonist: -1.3; PLC-beta3 inh: 3; hcDAF12 agonist: -0.2; PLC-gamma1 inh: 8

Screens deposited in PubChem by several laboratories.
